Source: PubChem (several laboratories)
PMK inhibit: S. pneumoniae PMK inhibitors, primary screen, biochemical, mevalonate pathway, pilot trial included | 65,000 compounds, 0.49% hits | phosphomevalonate kinase (Streptococcus pneumoniae D39) | purified PMK, PK/LDH-coupled NADH absorbance 340 nm | AID 539, 2006 | inhibition, % at 10 µM;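 active = top-ranked compounds by inhibition in the single 10 µM screen, taking a fixed number of the strongest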;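 also: 0% = full reaction with DMSO carrier and 100% = background rate without enzyme reaction; no value below 0 was filed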
HT1080 viability: cytotoxicity in HT1080 fibrosarcoma cells, cell-based, fluorescence readout (AID 620); cytotoxicity, % at 10 µM, or EC50 in µM where a hit was titrated; HT1080 viability, fluorescence; higher % means a stronger effect; 87,000 compounds, 0.42% hits;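 also: cells exposed to compound overnight then 4 h with Alamar Blue; 0% = vehicle DMSO and 100% = killing control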
Bfl-1 displacement: Bfl-1 inhibitors, primary screen, biochemical, fluorescence polarization, FITC-Bid, mouse (AID 432). 64,000 compounds, 0.02% hits. FITC-Bid BH3 peptide fluorescence polarization displacement; higher % means a stronger effect. displacement, % at 20 µM; hits with a dose series show IC50 in µM; in the data active = a potency from the dose series; inactive = the rest, 99 in 100 with displacement below about 15%; also: strong numbers were not always called active
LYP inhibition: LYP phosphatase inhibitors, primary screen, biochemical, DiFMUP fluorescence, recombinant catalytic domain, 10 µM (AID 606). recombinant LYP catalytic domain, DiFMUP fluorescence; higher % means a stronger effect. one-dose inhibition, % at 10 µM; IC50 in µM for titrated hits. 52,000 tested, under 10 active;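 active = IC50 under 40 µM in the dose-response test; inactive = IC50 of 40 µM or more, or never dose-tested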
DPM-DC inhibit: S. pneumoniae DPM-DC inhibitors, primary screen, biochemical, PK/LDH-coupled NADH fluorescence; diphosphomevalonate decarboxylase (Streptococcus pneumoniae D39); purified DPM-DC; calls only at 10 µM; 65,000 compounds, 0.49% hits;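 active = the 320 compounds with the highest percent inhibition in the single-dose primary screen, excluding strongly autofluorescent ones, cut at about 32% in these data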;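 also: kinetic rate of NADH fluorescence loss reporting ADP formed by the decarboxylase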
Spn MK inh: S. pneumoniae MK inhibitors, primary screen, biochemical, PK/LDH-coupled NADH absorbance. mevalonate kinase [Streptococcus pneumoniae D39]. purified MK, PK/LDH-coupled NADH absorbance 340 nm. inhibition, % at 10 µM. 65,000 compounds, 0.48% hits;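 active = ranked among the strongest by inhibition in the single 10 µM screen, a fixed top-ranked set picked for dose follow-up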; also: no value below 0 was filed
HPDE-C7 cytotoxicity: cytotoxicity in HPDE-C7 cells, cell-based, fluorescence, HTS (AID 430) | HPDE-C7 pancreatic duct cells viability, fluorescence; higher % means a stronger effect | cytotoxicity, % at 10 µM, or EC50 in µM where a hit was titrated | 63,000 compounds, 1.8% hits;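 also: cells exposed to compound for 48 hours before viability readout; 0% = vehicle and 100% = reference cytotoxic drug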
HPDE-C7K KRASV12: cytotoxicity in KRAS-transformed pancreatic duct cells, primary screen, cell-based, fluorescence, HTS (AID 431) | HPDE-C7K KRASV12 cells, Alamar Blue viability, 48 h; higher % means a stronger effect | cytotoxicity, % at 10 µM, or EC50 in µM where a hit was titrated | 63,000 compounds, 1.7% hits;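 active = compounds whose percent cytotoxicity in the single-dose primary screen, scaled between solvent and toxic-drug controls, exceeds 50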;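 also: 0% = DMSO solvent wells and 100% = doxorubicin-treated wells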
TNAP inhibition: human TNAP enzyme inhibitors, biochemical, luminescent (AID 518); Alkaline phosphatase, tissue-nonspecific isozyme (Homo sapiens); purified TNAP enzyme, luminescent substrate readout; higher % means a stronger effect; inhibition, % at 20 µM, or IC50 in µM where a hit was titrated; 64,000 compounds, 0.09% hits; in the data active = a potency from the dose series; inactive = the rest, 99 in 100 with inhibition below about 22%;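 also: plate controls were vehicle for no effect and reference inhibitor for full effect; many of its hits are not listed in these tables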
PMK inhibit pilot replicates: recorded beside PMK inhibit, whose call it bears; inhibition, %; measured here: pilot screen replicates
Spn MK inh pilot replicates: second read-out of Spn MK inh, no call of its own (marks repeat the call); inhibition, %; measured here: pilot screen replicates
DPM-DC inhibit pilot screen %: second read-out of DPM-DC inhibit, no call of its own (marks repeat the call); inhibition, %; measured here: pilot screen trials
The depositor's hits bear a star. Rule as the data show it, unless noted: active = cytotoxicity above about 50%; inactive = the rest.

How did Cc1cc(C)cc(NC(=O)c2cc(S(=O)(=O)NCc3ccco3)ccc2F)c1 do in these assays?
PMK inhibit: 14.0; HT1080 viability: 14.1%; Bfl-1 displacement: 2.6%; LYP inhibition: 5.2%; DPM-DC inhibit: inactive; Spn MK inh: 0.0; HPDE-C7 cytotoxicity: 13.9%; HPDE-C7K KRASV12: 3.5%; TNAP inhibition: 14.4%

Results for COc1ccc(Cc2nc(-c3ccc(Br)cc3)no2)cc1 ?
PMK inhibit: 0.0; HT1080 viability: -4.0%; Bfl-1 displacement: 0.0%; DPM-DC inhibit: inactive; Spn MK inh: 2.0; HPDE-C7 cytotoxicity: -13.5%; HPDE-C7K KRASV12: -6.9%; TNAP inhibition: 11.6%; PMK inhibit pilot replicates: 1.0; Spn MK inh pilot replicates: 7.0; DPM-DC inhibit pilot screen %: 0.5

How did Cn1c(=O)c2c(nc(NCCCN3CCOCC3)n2Cc2ccc(Cl)cc2)n(C)c1=O do in these assays?
PMK inhibit: 8.0; HT1080 viability: 32.3%; Bfl-1 displacement: -9.0%; LYP inhibition: 4.6%; DPM-DC inhibit: inactive; Spn MK inh: 4.0; HPDE-C7 cytotoxicity: 2.3%; HPDE-C7K KRASV12: -3.3%; TNAP inhibition: 3.6%

Results for COCCn1c(SCc2csc(-c3ccccc3)n2)nc2ccccc21 ?
PMK inhibit: 13.0; HT1080 viability: -1.1%; Bfl-1 displacement: -7.1%; LYP inhibition: -4.3%; DPM-DC inhibit: inactive; Spn MK inh: 7.0; HPDE-C7 cytotoxicity: -9.3%; HPDE-C7K KRASV12: 3.8%; TNAP inhibition: 11.6%; PMK inhibit pilot replicates: 0.5; Spn MK inh pilot replicates: 0.0; DPM-DC inhibit pilot screen %: 0.0

Results for CCCNC(=O)CS(=O)(=O)Cc1nc(-c2cccc(OC)c2)oc1C ?
PMK inhibit: 14.0; HT1080 viability: 7.5%; Bfl-1 displacement: 10.1%; LYP inhibition: -5.1%; DPM-DC inhibit: inactive; Spn MK inh: 4.0; HPDE-C7 cytotoxicity: -18.7%; HPDE-C7K KRASV12: -7.6%; TNAP inhibition: 12.9%; PMK inhibit pilot replicates: 6.0; Spn MK inh pilot replicates: 1.0; DPM-DC inhibit pilot screen %: 2.5

Results for O=C(CSc1nnc2c3c4c(sc3ncn12)CCCC4)NCc1ccco1 ?
PMK inhibit: 9.0; HT1080 viability: 26.5%; Bfl-1 displacement: 1.7%; DPM-DC inhibit: inactive; Spn MK inh: 6.0; HPDE-C7K KRASV12: 14.5µM*; TNAP inhibition: 11.4%

Results for O=c1oc2c(CN3CCCCC3)c(O)ccc2cc1-c1nc2ccccc2[nH]1 ?
PMK inhibit: 4.0; HT1080 viability: -2.4%; Bfl-1 displacement: 133.1%; Spn MK inh: 12.0; HPDE-C7 cytotoxicity: -6.8%; HPDE-C7K KRASV12: 3.4%; TNAP inhibition: -29.2%

What do the screens show for `CCOc1ccc(NCc2nnc(SCC(=O)Nc3cc(C)on3)n2-c2ccc(OC)cc2)cc1`?
PMK inhibit: 3.0; HT1080 viability: -4.6%; Bfl-1 displacement: -0.8%; LYP inhibition: 9.7%; DPM-DC inhibit: inactive; Spn MK inh: 1.0; HPDE-C7 cytotoxicity: 10.5%; HPDE-C7K KRASV12: 9.7%; TNAP inhibition: 7.9%

What do the screens show for `Cc1cc(C)n(-c2ccc(C(=O)Nc3nnc(C4CC4)s3)cc2)n1`?
PMK inhibit: 15.0; HT1080 viability: -3.7%; Bfl-1 displacement: -2.1%; DPM-DC inhibit: inactive; Spn MK inh: 1.0; HPDE-C7 cytotoxicity: -4.5%; HPDE-C7K KRASV12: 7.6%; TNAP inhibition: 1.7%

What do the screens show for `O=S(=O)(NCc1cccnc1)c1cccs1`?
PMK inhibit: 5.0; HT1080 viability: 0.7%; Bfl-1 displacement: -4.2%; LYP inhibition: 9.1%; DPM-DC inhibit: inactive; Spn MK inh: 6.0; HPDE-C7 cytotoxicity: 1.1%; HPDE-C7K KRASV12: -4.4%; TNAP inhibition: 6.9%

How did CCOC(=O)N1CCC(Nc2c(NCCCOC)c(=O)c2=O)CC1 do in these assays?
PMK inhibit: 11.0; HT1080 viability: -1.1%; Bfl-1 displacement: -3.6%; LYP inhibition: -8.1%; DPM-DC inhibit: inactive; Spn MK inh: 10.0; HPDE-C7 cytotoxicity: 0.5%; HPDE-C7K KRASV12: -4.2%; TNAP inhibition: -0.9%

What do the screens show for `COc1ccc(Cn2nnnc2CN(Cc2cc3cc(C)ccc3[nH]c2=O)C2CCCC2)cc1`?
PMK inhibit: 9.0; HT1080 viability: 5.7%; Bfl-1 displacement: -6.4%; LYP inhibition: 5.7%; DPM-DC inhibit: inactive; Spn MK inh: 6.0; HPDE-C7 cytotoxicity: -10.7%; HPDE-C7K KRASV12: -6.2%; TNAP inhibition: 10.6%

Results for CCOC(=O)c1ccc(NC2OC(=O)c3ccccc32)cc1 (configuration not stated) ?
PMK inhibit: 4.0; HT1080 viability: -3.5%; Bfl-1 displacement: -6.5%; LYP inhibition: -4.0%; DPM-DC inhibit: inactive; Spn MK inh: 0.0; HPDE-C7 cytotoxicity: 11.3%; HPDE-C7K KRASV12: 30.4%; TNAP inhibition: 12.0%; PMK inhibit pilot replicates: 3.0; Spn MK inh pilot replicates: 0.0; DPM-DC inhibit pilot screen %: 1.0

Results for N#Cc1c(NC(=O)CN2CCN(C(=O)c3ccco3)CC2)sc2c1CCCCC2 ?
PMK inhibit: 0.0; HT1080 viability: -4.6%; Bfl-1 displacement: -6.2%; LYP inhibition: 1.5%; DPM-DC inhibit: inactive; Spn MK inh: 1.0; HPDE-C7 cytotoxicity: -0.1%; HPDE-C7K KRASV12: -9.4%; TNAP inhibition: 16.8%

How did O=C(C1CCCO1)N1CCN(Cc2nc3ccccc3c(=O)[nH]2)CC1 (configuration not stated) do in these assays?
PMK inhibit: 0.0; HT1080 viability: -10.3%; Bfl-1 displacement: -11.7%; LYP inhibition: 0.0%; DPM-DC inhibit: inactive; Spn MK inh: 10.0; HPDE-C7 cytotoxicity: -32.7%; HPDE-C7K KRASV12: -6.8%; TNAP inhibition: 10.3%; PMK inhibit pilot replicates: 2.0; Spn MK inh pilot replicates: 0.0; DPM-DC inhibit pilot screen %: 0.0

What do the screens show for `C=CCn1c(=N)n(CC(O)COc2ccc(OC)cc2)c2ccccc21` (configuration not stated)?
PMK inhibit: 10.0; HT1080 viability: -1.6%; Bfl-1 displacement: -6.2%; LYP inhibition: 4.2%; DPM-DC inhibit: inactive; Spn MK inh: 7.0; HPDE-C7 cytotoxicity: 2.1%; HPDE-C7K KRASV12: -3.0%; TNAP inhibition: -1.7%

What do the screens show for `CCc1cccc2c(C#N)cn(CCOc3ccccc3OC)c12`?
PMK inhibit: 16.0; HT1080 viability: 6.7%; Bfl-1 displacement: -2.6%; LYP inhibition: 9.2%; DPM-DC inhibit: inactive; Spn MK inh: 0.0; HPDE-C7 cytotoxicity: -0.4%; HPDE-C7K KRASV12: 1.0%; TNAP inhibition: 7.7%

How did COC(=O)c1ccc(C(=O)OC)c(NC(=O)c2ocnc2C)c1 do in these assays?
PMK inhibit: 13.0; HT1080 viability: -0.8%; Bfl-1 displacement: -2.7%; DPM-DC inhibit: inactive; Spn MK inh: 8.0; HPDE-C7 cytotoxicity: -19.1%; HPDE-C7K KRASV12: -7.2%; TNAP inhibition: 6.5%

What do the screens show for `O=C(Nc1ccc2c(c1)OCCO2)C1CCC1`?
PMK inhibit: 0.0; HT1080 viability: 7.9%; Bfl-1 displacement: -1.5%; LYP inhibition: 15.3%; DPM-DC inhibit: inactive; Spn MK inh: 4.0; HPDE-C7 cytotoxicity: -2.0%; HPDE-C7K KRASV12: -1.2%; TNAP inhibition: 5.7%

How did O=C(CSc1nnc(-c2ccco2)o1)NC1CC2CCC1C2 (configuration not stated) do in these assays?
PMK inhibit: 5.0; HT1080 viability: 26.0%; Bfl-1 displacement: 0.6%; LYP inhibition: 4.4%; DPM-DC inhibit: inactive; Spn MK inh: 4.0; HPDE-C7 cytotoxicity: -3.3%; HPDE-C7K KRASV12: -4.5%; TNAP inhibition: 7.8%

How did Cc1cnc(C(=O)Nc2ccccc2-c2ccc(C)o2)cn1 do in these assays?
PMK inhibit: 0.0; HT1080 viability: -6.0%; Bfl-1 displacement: 3.3%; DPM-DC inhibit: inactive; Spn MK inh: 4.0; HPDE-C7 cytotoxicity: 0.4%; HPDE-C7K KRASV12: -6.2%; TNAP inhibition: 1.2%

How did COc1ccccc1NC1=NC2(CCCC2)N=C(N)N1 do in these assays?
PMK inhibit: 0.0; HT1080 viability: 1.7%; Bfl-1 displacement: -2.9%; LYP inhibition: 11.3%; DPM-DC inhibit: inactive; Spn MK inh: 6.0; HPDE-C7 cytotoxicity: -15.5%; HPDE-C7K KRASV12: -0.2%; TNAP inhibition: 7.1%; PMK inhibit pilot replicates: 1.0; Spn MK inh pilot replicates: 6.0; DPM-DC inhibit pilot screen %: 5.0

What do the screens show for `CC/C(=C\C(=O)c1cccnc1)Nc1ccc(C)c(C)c1`?
PMK inhibit: 17.0; HT1080 viability: -0.7%; Bfl-1 displacement: -0.5%; LYP inhibition: 10.1%; DPM-DC inhibit: inactive; Spn MK inh: 10.0; HPDE-C7 cytotoxicity: 17.1%; HPDE-C7K KRASV12: 12.9%; TNAP inhibition: 18.2%

What do the screens show for `CC(C)(C)C1=Nn2c(nnc2-c2ccco2)SC1`?
PMK inhibit: 3.0; HT1080 viability: 8.1%; Bfl-1 displacement: -5.5%; LYP inhibition: 10.1%; DPM-DC inhibit: inactive; Spn MK inh: 0.0; HPDE-C7 cytotoxicity: -8.3%; HPDE-C7K KRASV12: -15.6%; TNAP inhibition: 18.0%

What do the screens show for `COc1cccc(N(C(=O)c2cccs2)c2nc3ccccc3s2)c1`?
PMK inhibit: 15.0; HT1080 viability: -6.4%; Bfl-1 displacement: -0.9%; LYP inhibition: 15.6%; DPM-DC inhibit: inactive; Spn MK inh: 0.0; HPDE-C7 cytotoxicity: -15.5%; HPDE-C7K KRASV12: -9.5%; TNAP inhibition: 13.8%

What do the screens show for `Nc1nc(N2CCCCC2)nc(N(c2ccccc2)c2ccccc2)n1`?
PMK inhibit: 0.0; HT1080 viability: -0.2%; Bfl-1 displacement: -1.6%; LYP inhibition: 3.8%; DPM-DC inhibit: inactive; Spn MK inh: 0.0; HPDE-C7 cytotoxicity: -7.2%; HPDE-C7K KRASV12: 4.1%; TNAP inhibition: 11.8%; PMK inhibit pilot replicates: 0.5; Spn MK inh pilot replicates: 0.0; DPM-DC inhibit pilot screen %: 0.0
